# Compound activity: PubChem BioAssay, several laboratories
# Shn3 3UTR inh = Schnurri-3 reporter inhibition in Clone20 osteoblasts; Clone20 osteoblast Shn3 3'UTR firefly luciferase, 24 h; inhibition, % at 12.5 µM; actives 0.52% (n = 360,000);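 active means mean inhibition of at least 75% with every replicate also reaching 75%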;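 further: 0% = median of neutral control wells and 100% = pilot-screen positive control compound; some compounds past the cut are filed as inactive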
# C8 TRAIL sens = sensitizes caspase-8 expressing cells to TRAIL; NB7+C8 cells + TRAIL, ATPlite viability luminescence; inhibition (viability loss, TRAIL sensitization), % at 10 µM; actives 1% (n = 360,000); AID 624354;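 active means compounds causing at least 50% loss of cell viability in the single-dose screen, relative to plate controls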
# KKLEB cytotox = reduces viability of KKLEB cystic fibrosis airway cells | activity change (cytotoxicity), % at 5 µM | actives 0.36% (n = 360,000) | AID 602141 | KKLEB CF airway cells viability, ATPlite luminescence, overnight; hits give low values; cells stimulated with P. aeruginosa culture filtrate;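 active means corrected activity change at or below -50% at 5 µM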
# NR5A2 inv ag = NR5A2 inverse agonism in reporter assay | actives 0.13% (n = 360,000) | HEK293T StAR-luciferase reporter, LRH-1 transfected, 24 h | inhibition, % at 3.6 µM;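 active means inhibition above the mean inhibition of all tested compounds plus 3 SD, cut at about 73% in these data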;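 further: 0% = DMSO wells and 100% = reporter-only cells lacking LRH-1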
# Target sequence (O00482 whole entry, looked up): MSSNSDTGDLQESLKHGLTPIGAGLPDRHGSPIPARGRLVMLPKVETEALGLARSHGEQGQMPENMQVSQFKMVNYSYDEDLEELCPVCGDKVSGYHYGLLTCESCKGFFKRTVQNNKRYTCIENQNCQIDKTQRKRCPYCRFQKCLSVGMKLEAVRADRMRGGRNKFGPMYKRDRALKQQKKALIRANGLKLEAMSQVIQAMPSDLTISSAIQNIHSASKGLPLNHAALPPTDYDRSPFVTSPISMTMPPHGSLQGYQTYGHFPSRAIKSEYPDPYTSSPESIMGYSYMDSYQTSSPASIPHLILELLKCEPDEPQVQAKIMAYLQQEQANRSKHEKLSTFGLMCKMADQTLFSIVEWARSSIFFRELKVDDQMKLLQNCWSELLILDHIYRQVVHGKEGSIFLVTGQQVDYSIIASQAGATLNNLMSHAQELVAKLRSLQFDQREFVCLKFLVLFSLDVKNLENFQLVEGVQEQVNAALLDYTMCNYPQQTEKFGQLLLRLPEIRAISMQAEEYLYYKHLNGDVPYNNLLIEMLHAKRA
# TWEAK Fn14 block = TWEAK-Fn14 signaling inhibition; TWEAK-stimulated Fn14 reporter cells, luciferase luminescence, 8 h; inhibition, % at 10 µM; actives 2% (n = 360,000); in the data active means inhibition above about 50%
# TROY signal inh = inhibitors of TROY-dependent NF-kB signaling; Q293 LMP1-TROYcd NF-kB luciferase reporter, 4 h; inhibition, % at 10 µM; actives 0.98% (n = 360,000); AID 1347056;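 active means compounds whose plate-normalised and pattern-corrected inhibition of the luciferase reporter signal at the single screening dose is 50% or more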
# CF NFkB inh = inhibitors of cystic fibrosis induced NF-kB; AID 588850; KKLEB NF-kB-GFP reporter, PAF-induced, GFP fluorescence overnight; inhibition, % at 5 µM; actives 0.86% (n = 360,000);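 active means at least 50% inhibition at 5 µM, scaled per plate between neutral and stimulator controls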;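 further: PAF is a Pseudomonas aeruginosa culture filtrate used as stimulus; plate controls were PAF-stimulated DMSO wells for no effect and unstimulated DMSO wells for full effect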
# LMP1 NFkB inh = inhibitors of Epstein-Barr LMP1-induced NF-kappaB reporter; LMP1-induced NF-kappaB luciferase reporter cells, luminescence; inhibition, % at 12.5 µM; actives 0.69% (n = 350,000); in the data active means inhibition above about 41%;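 further: 0% = neutral control wells and 100% = reference inhibitor control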
# SRC3 inh = inhibits human SRC3 coactivator. inhibition, % at 3.6 µM. AID 588352. HEK293 GAL4-SRC3 luciferase reporter, luminescence. actives 0.17% (n = 360,000). Q9Y6Q9;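 active means inhibition above a per-campaign cutoff, the mean of all compounds plus 3 SD, cut at about 60% in these data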;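 further: 0% = DMSO-treated cells and 100% = gossypol-treated cells at 36 µM; higher means less SRC3-driven luciferase light from the GAL4 reporter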
# COUP-TFII inh = blocks human COUP-TFII nuclear receptor | inhibition, % at 8.6 µM | actives 0.7% (n = 370,000) | P24468 | AID 686940 | HEK293T NGFI-A luciferase reporter, luminescence;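 active means inhibition above a per-plate cutoff, mean inhibition of test wells between control levels plus 3 SD, cut at about 38% in these data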;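 further: cells cotransfected with COUP-TFII expression vector driving the NGFI-A reporter; 0% = median of COUP-TF2 test wells and 100% = reporter-only cells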
# Target sequence (P24468 whole entry, looked up): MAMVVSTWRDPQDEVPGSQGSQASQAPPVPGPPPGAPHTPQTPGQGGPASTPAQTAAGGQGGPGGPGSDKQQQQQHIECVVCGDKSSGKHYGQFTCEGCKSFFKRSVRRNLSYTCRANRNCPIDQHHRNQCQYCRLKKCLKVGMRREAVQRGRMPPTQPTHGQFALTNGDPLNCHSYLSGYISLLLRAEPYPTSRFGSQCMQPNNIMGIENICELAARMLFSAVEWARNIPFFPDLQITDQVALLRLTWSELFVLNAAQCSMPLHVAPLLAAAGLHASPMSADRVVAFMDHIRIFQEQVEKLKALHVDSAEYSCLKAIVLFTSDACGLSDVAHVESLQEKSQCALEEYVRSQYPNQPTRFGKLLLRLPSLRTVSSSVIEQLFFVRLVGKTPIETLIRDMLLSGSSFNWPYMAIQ
# SRC1 inh = inhibitors of human steroid receptor coactivator 1 (SRC1); Q15788; HEK293 GAL4-SRC1 luciferase reporter, luminescence; inhibition, % at 3.6 µM; actives 0.12% (n = 360,000); AID 588354;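 active means inhibition above the campaign mean plus 3 SD, with each screening campaign given its own cutoff, cut at about 60% in these data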;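 further: 0% = DMSO treated cells and 100% = gossypol at 36 µM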
# Active calls of the source: *; / = no result given. This is a subset (hit frequency here may not be typical).
SMILES,Shn3 3UTR inh,C8 TRAIL sens,KKLEB cytotox,NR5A2 inv ag,TWEAK Fn14 block,TROY signal inh,CF NFkB inh,LMP1 NFkB inh,SRC3 inh,COUP-TFII inh,SRC1 inh
Cc1ccc(-c2nn(-c3ccccc3)c3[nH]c(=O)c(CNCc4ccccc4)cc23)cc1,16.0,-5.9,-4.1,10.3,32.4,9.5,5.5,-11.7,4.7,6.3,-22.8
Cc1cnc(NC(=O)C2CC=CCC2)s1 (stereo unspecified),-33.5,0.3,-6.4,-39.0,38.5,9.9,14.9,-4.9,-18.4,-0.9,-13.1
CC(C)(C)c1cc(NC(=O)C2(C)CCN2C(=O)C2(c3ccccc3)CC2)no1 (stereo unspecified),17.4,-2.0,0.8,3.0,5.7,-5.8,-7.7,/,-0.5,13.0,-15.2
Cc1cc(C)c(C)c(OCc2nc(-c3cccnc3)no2)c1,-0.4,3.8,-0.1,27.3,10.7,21.2,10.3,-1.7,-5.7,15.8,-8.0
CC1Oc2ccccc2N(CC(=O)NCc2ccc3c(c2)OCO3)C1=O (stereo unspecified),-55.8,2.8,-4.3,-49.9,-8.2,-54.8,-12.1,-17.2,-33.2,-15.6,-35.0
Cn1sc(NC(=O)c2ccc(Cl)cc2)nc1=O,-75.6,50.2*,10.7,-75.1,-3.2,-39.6,-15.1,-3.9,-51.9,-18.4,-57.8
O=C1CCCN1CCCNc1ncnc2sccc12,6.2,-6.6,-0.7,22.8,9.3,-26.4,11.2,-4.0,2.6,2.9,-6.8
CCOC(=O)c1sc(N(C)C)nc1-c1ccccc1,2.0,-3.4,-6.6,-8.6,-3.5,12.5,9.3,3.5,13.6,-2.0,-37.6
COc1ccc(NC(=O)CCCC2=NS(=O)(=O)c3ccccc3N2)cc1,-12.2,-7.2,-11.1,-5.6,4.3,-7.6,16.0,1.5,6.0,-5.1,3.6
COc1cc(C2=NOC(C(=O)Nc3cc(C)on3)C2)cc(OC)c1OC (stereo unspecified),-5.1,-6.1,0.3,0.4,-8.4,-9.5,-2.6,-4.5,-9.0,-8.2,8.6
CCOc1ccccc1N1C(=O)c2ccc(C(=O)O)cc2C1=O,4.8,-15.4,11.3,-16.6,4.0,10.4,-10.7,1.1,-8.9,-4.0,-0.4
COC(=O)[C@@]1(Cc2ccc(F)cc2)[C@H]2c3cc(C(=O)N(C)C)n(CCCNc4ncc(C(F)(F)F)cc4Cl)c3C[C@H]2CN1C(=O)c1ccccc1,/,38.8,/,30.1,32.8,-3.4,/,/,/,7.4,/
O=C(NCc1ccccc1)c1cnsn1,-3.4,-7.6,-8.7,-4.4,0.1,0.3,-23.0,7.5,-6.2,/,5.8
CCOC(=O)C1=C(O)/C(=C\c2cccc(OC)c2)N=C1C,-0.5,-45.5,9.3,16.4,3.5,4.7,-9.2,-2.4,8.2,16.5,14.2
CCN1CCN(c2nc3c(c(=O)n(C)c(=O)n3C)n2CCSc2nccc(C)n2)CC1,-10.4,-11.1,0.9,-7.0,-11.1,-6.2,-8.6,5.9,-40.6,-19.5,-5.3
O=C(NCCNc1ccc([N+](=O)[O-])cc1C(F)(F)F)c1ccccc1,71.2,12.3,0.2,21.9,9.9,16.4,-6.7,-1.1,12.4,-16.8,-3.4
CN1CCN(C(=O)Nc2cccc(-c3ccccc3)c2)CC1,8.5,-8.5,0.0,-1.7,-9.4,-0.1,9.4,-10.8,9.6,-12.2,12.6
COc1ccc(S(=O)(=O)NCC(c2ccc3c(c2)OCO3)N2CCOCC2)cc1 (stereo unspecified),-14.1,-8.4,-6.1,-5.5,5.9,5.1,5.0,8.9,1.9,-4.9,-16.5
CN(C)c1ccc(CNc2ccc3c(c2)ncn3C(C)(C)C)cc1,-12.5,6.5,-6.4,17.1,58.4*,86.6*,-19.7,-6.6,0.7,-7.7,3.7
COc1ccc(/C=N/Nc2nc(N3CCCCC3)nc(N3CCCCC3)n2)cc1[N+](=O)[O-],5.7,11.1,9.6,-4.8,-2.1,4.6,-19.3,-8.0,0.6,3.8,-4.9
CCCCCC(=O)Nc1ccccc1N1CCN(c2ccccc2)CC1,49.1,-20.9,-9.2,10.9,-22.8,-7.8,-8.3,-8.5,6.9,12.9,2.5
O=C(COC(=O)c1cccc(S(=O)(=O)N2CCOCC2)c1)Nc1ccc2c(c1)OCO2,1.5,4.1,-0.7,-2.5,-4.9,-1.0,11.1,-9.2,14.8,3.1,-3.6
Cc1cccc(NC(=S)Nc2ccccn2)c1C,-7.3,-3.3,5.2,-3.7,-2.6,8.9,3.0,-6.4,6.8,-2.8,-22.3
CC(C)CN1C(=O)C(NC(=O)C2CC2)(C(F)(F)F)C2=C1CC(C)(C)CC2=O (stereo unspecified),-10.7,-11.3,-3.3,20.5,0.7,12.0,5.9,-3.4,25.6,4.5,-13.2

# Sorted by molar mass (largest number first): part of the list above
SMILES,Shn3 3UTR inh,C8 TRAIL sens,KKLEB cytotox,NR5A2 inv ag,TWEAK Fn14 block,TROY signal inh,CF NFkB inh,LMP1 NFkB inh,SRC3 inh,COUP-TFII inh,SRC1 inh
CCN1CCN(c2nc3c(c(=O)n(C)c(=O)n3C)n2CCSc2nccc(C)n2)CC1,-10.4,-11.1,0.9,-7.0,-11.1,-6.2,-8.6,5.9,-40.6,-19.5,-5.3
COc1ccc(/C=N/Nc2nc(N3CCCCC3)nc(N3CCCCC3)n2)cc1[N+](=O)[O-],5.7,11.1,9.6,-4.8,-2.1,4.6,-19.3,-8.0,0.6,3.8,-4.9
CCOC(=O)C1=C(O)/C(=C\c2cccc(OC)c2)N=C1C,-0.5,-45.5,9.3,16.4,3.5,4.7,-9.2,-2.4,8.2,16.5,14.2

# Next section:
SMILES,Shn3 3UTR inh,C8 TRAIL sens,KKLEB cytotox,NR5A2 inv ag,TWEAK Fn14 block,TROY signal inh,CF NFkB inh,LMP1 NFkB inh,SRC3 inh,COUP-TFII inh,SRC1 inh
CCn1c2ccccc2c2cc(NC(=S)N3CCOCC3)ccc21,-5.8,13.2,1.0,-5.9,-22.0,1.4,6.9,18.1,-11.9,0.8,-9.9
N/C(=N\c1nc2ccccc2o1)NC(=O)c1ccc([N+](=O)[O-])cc1,3.2,-15.0,0.2,14.6,-27.5,6.3,-16.3,-3.5,-13.4,-7.9,-36.0
Cc1nnc(SCC(=O)Nc2cc(-c3cc(C)c(C)cc3C)nn2-c2ccccc2)s1,26.9,-4.4,-11.5,11.9,-0.2,-7.7,4.0,50.5*,2.3,-3.2,-4.6
c1ccc2c(c1)nc1n2CCN1,-8.9,-7.0,-15.1,0.3,-4.5,16.0,-12.9,-7.8,3.9,1.9,-1.1
Cc1ccc[n+](C(C)C(=O)Nc2ccc([N+](=O)[O-])cc2C)c1 (stereo unspecified),3.7,2.3,6.5,5.4,-12.1,0.7,-8.0,1.5,5.7,-14.1,-14.0
COc1ccc(C(=O)N(Cc2ccc(N(C)C)cc2)C2CCS(=O)(=O)C2)cc1 (stereo unspecified),-13.9,-2.9,3.4,8.1,-8.8,13.0,0.7,-6.8,7.2,-7.3,9.4
CC(OC(=O)CNC(=O)C12CC3CC(CC(C3)C1)C2)C(=O)Nc1ncc(Cl)cc1Cl (stereo unspecified),-2.0,-3.4,6.1,13.9,-9.0,1.7,-0.3,0.8,12.1,3.0,-31.8
NC(=S)NN=C(Cc1ccccc1)Cc1ccccc1,-2.3,-3.1,3.0,10.4,18.2,0.3,-5.1,-29.0,36.5,27.5,20.8
CC1(C)c2[nH]c3ccccc3c2C[C@@H]2C(=O)N(c3cc(F)ccc3F)C(=O)N21,5.6,8.3,-9.9,3.3,14.3,6.5,16.5,-1.9,6.2,-2.6,2.4
OCCNC(=S)NC1CCCCC1,-1.2,-6.0,-0.6,4.3,-8.5,-15.7,1.8,0.7,16.0,17.6,7.3
CCCSc1oc(-c2ccco2)nc1S(=O)(=O)c1ccccc1,9.7,-6.1,-1.7,-1.3,8.6,-0.1,8.8,2.2,1.2,-6.4,-15.2
COCCN(C(=O)COC(=O)COc1ccc(Cl)c(C)c1)c1c(N)n(Cc2ccccc2)c(=O)[nH]c1=O,16.2,-3.7,-0.9,-5.6,-8.7,8.7,-18.7,-0.6,-0.2,6.5,4.8
COc1ccc(C(=O)NC(=S)Nc2cccnc2)cc1[N+](=O)[O-],9.4,-6.6,3.4,37.5,-11.5,-34.3,14.7,3.3,1.4,16.4,-4.2
O=C1C(=Cc2ccccn2)CCc2ccccc21,-52.6,-1.0,-5.4,-35.8,53.7*,-24.5,61.4*,-2.1,-47.6,-47.9,-54.6
COCCN1C(=O)C(=O)/C(=C(/O)c2ccc(S(=O)(=O)N3CCCCC3)cc2)C1c1ccc(OC)c(OC)c1 (stereo unspecified),4.3,1.4,5.6,0.1,-7.8,2.8,-13.9,-0.5,-31.1,-8.1,-3.9
Fc1ccccc1-c1csc(-c2cccnc2)n1,-89.1,-2.4,1.6,-17.5,-39.8,-56.8,1.8,-17.9,-29.1,-22.7,-20.1
Cn1c(N/N=C/c2cccs2)cc(=O)n(C)c1=O,-29.5,-5.5,5.3,6.5,20.7,-19.8,-4.2,-6.3,-3.6,-4.8,-10.6
CN(C)CCCN1c2ccccc2Sc2ccc3ccccc3c21,-4.8,-4.5,6.5,19.6,1.8,5.6,19.5,4.2,-6.5,10.9,3.8
C[C@H](O)[C@@H]1C(=O)N2CCc3ccc(-c4ccccc4)cc3[C@@H]2C[C@@H]1N(C)C(=S)Nc1ccc(F)cc1,36.9,-6.5,6.7,0.2,-32.0,-23.6,-23.1,-3.3,-4.6,5.9,11.9
O=C(Nc1ccccc1)c1cc([N+](=O)[O-])ccc1NCc1cccnc1,15.0,-6.9,4.5,26.3,-14.6,-5.2,-19.4,0.2,3.2,0.2,-6.2
CCOc1ccc(C(F)(F)F)cc1NC(=O)COc1ccc(C(F)(F)F)cc1[N+](=O)[O-],7.2,-3.3,-2.6,3.6,-35.4,-10.2,-3.5,-2.1,16.2,-5.0,-0.3
CCC(=O)Nc1c2c(nn1-c1ccccc1C)CSC2,2.0,-6.7,19.9,12.1,0.2,8.4,1.5,10.6,-7.4,-7.3,-0.4
COc1ccc(C(CNC(=O)c2cc3ccccc3cc2OC)N2CCCC2)cc1 (stereo unspecified),13.8,-1.8,-2.6,14.0,19.2,-11.5,18.6,-1.5,15.1,-13.9,1.3
COc1ccc(CCNC(=O)C2CCN(S(=O)(=O)c3ccc(OC)cc3)CC2)cc1,-8.7,1.3,-5.6,3.1,-1.5,2.8,13.3,13.4,-3.9,-13.7,7.2
Cc1cc(C)n(Cc2ccc(F)cc2)c(=O)c1C#N,-30.5,3.2,-4.6,-10.2,12.8,-1.6,4.9,-2.1,11.0,/,2.8
O=S(=O)(Nc1ccc(-n2cnnn2)cc1)c1cccc(Cl)c1,-102.9,-20.0,-4.8,-8.8,-5.9,-2.5,-4.6,-0.3,4.4,-7.3,-22.8
Cc1ccc(C(=O)Nc2nc3ccccc3c(=O)s2)cc1,-19.7,61.0*,3.7,-67.3,0.3,-52.7,-52.9,-18.7,-76.4,-50.9,-113.4
COc1ccc(Cl)cc1C(=O)NCC(c1ccco1)N(C)C (stereo unspecified),0.2,-14.9,5.7,-2.5,32.8,3.0,-10.6,-14.8,-5.0,0.7,2.8
O=C(CCCOc1ccccc1)N1CCCCC1,6.4,3.6,5.7,-131.4,86.5*,57.8*,3.5,25.9,-33.0,3.7,-60.9
